Screens: PubChem BioAssay, National Center for Advancing Translational Sciences (NCATS)
A549 tox: A549 cytotoxicity, counter-screen for Nrf2 inhibitors. 0.16% of 390,000 active. A549 ARE-Fluc cells, CellTiter-Fluor viability, 18-24 h. AID 504648. Potency, µM (highest dose often 46 µM), inactives show at the highest dose activity change, negative = cytotoxicity, most hits filed as inhibitors; further: potency means the concentration at half of the fitted maximal effect; on the % scale 0 is the no-effect control and ±100 the full control effect
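A549 ARE_Fluc cells in 5% FBS OPTI-MEM were exposed to compounds in concentration-response for 18-24 h at 37 deg C. Viability was read by CellTiter-Fluor fluorescence (Ex 405/Em 525) after 30 min, before the luciferase read.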
Nrf2 activator: Nrf2 pathway activation | AREc32 ARE-luciferase reporter (MCF7-derived line), luminescence, 24 h | Potency, µM (highest dose often 46.1 µM), for the others: at the top dose activation, hits mostly activators | AID 624171 | 0.31% of 410,000 active; further: potency means the concentration at half of the fitted maximal effect; % of control where 0% means no effect; nearly all actives have a fitted effect of over 65% in size
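Quantitative high-throughput format: AREc32 reporter cells, 1000 per well, received compound by pin transfer and were incubated 24 hr at 37 deg C, 5% CO2, before Steady-Glo luminescence detection.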
ATXN viability: viability counter-screen for ATXN expression inhibitors | 0.49% of 400,000 active | Potency, µM (series often up to 56.7 µM), usual class: cytotoxic | S2 cells (HEK-293 line with an ATXN2-luciferase reporter) viability, CellTiter-Fluor protease fluorescence, 24 h; further: potency means the concentration at half of the fitted maximal effect; nearly all actives have a fitted effect of over 40% in size
Nrf2 block: inhibitors of Nrf2 signaling; A549 ARE-Fluc reporter, luciferase luminescence, 18-24 h; 2.1% of 360,000 active; Potency, µM (doses to about 46 µM), without a hit: at the top dose activity change, negative = inhibition, actives largely listed as inhibitors; further: potency means the concentration at half of the fitted maximal effect; on the % scale 0 is the no-effect control and ±100 the full control effect; nearly all actives have a fitted effect of over 60% in size
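A549 ARE_Fluc cells (5000/well, 5% FBS OPTI-MEM) pre-incubated 2 h, then treated with compounds 18-24 h at 37C/5% CO2 in concentration-response. CellTiter-Fluor viability read first; BugLite luciferase luminescence after 15 min at room temperature gives Nrf2 activity.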
ATXN2 expr inh: inhibitors of ATXN2 expression; Potency, µM (doses to about 57 µM), for the others: at the top dose activity change, negative = inhibition, most hits filed as inhibitors; 0.72% of 360,000 active; HEK-293 ATXN2-luciferase reporter, luminescence, 24 h; further: potency means the concentration at half of the fitted maximal effect; on the % scale 0 is the no-effect control and ±100 the full control effect; nearly all actives have a fitted effect of over 55% in size
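qHTS (up to 57 uM final) was run with 24 h compound exposure of reporter cells at 37 °C. Each well was multiplexed: SteadyGlo luminescence measured ATXN2-luciferase expression after a fluorogenic Gly-Phe-AFC viability readout (25 uM final).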
TGFb SMAD3 inh: TGF-b pathway inhibition; 1.2% of 410,000 active; AID 588855; HepG2 CAGA-GFP TGF-b/SMAD3 reporter, GFP fluorescence, 18 h; TGF-beta stimulated, 500 pg/mL final; Potency, µM (series often up to 46.1 µM), without a hit: top-dose activity, negative = inhibition, most hits filed as inhibitors; further: potency means the concentration at half of the fitted maximal effect; on the % scale 0 is the no-effect control and ±100 the full control effect; nearly all actives have a fitted effect of over 65% in size
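Cell-based qHTS in HEPG2 carrying a CAGA-GFP Smad reporter; compounds added before 500 pg/mL final TGF-beta, 18 h incubation at 37 degrees C, GFP fluorescence quantified per cell by imaging cytometry.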
EPAC2 agonist: activates human EPAC2 exchange factor | Q8WZA2 | EPAC2 activation, biochemical qHTS; response scale: 100% = 6.5 mM cAMP response | Potency, µM (series often up to 154 µM), for inactives: at the highest dose activation, hits mostly activators | 0.079% of 360,000 active | AID 720711; further: potency means the concentration at half of the fitted maximal effect; nearly all actives have a fitted effect of over 50% in size
Target sequence (Q8WZA2 whole entry, looked up): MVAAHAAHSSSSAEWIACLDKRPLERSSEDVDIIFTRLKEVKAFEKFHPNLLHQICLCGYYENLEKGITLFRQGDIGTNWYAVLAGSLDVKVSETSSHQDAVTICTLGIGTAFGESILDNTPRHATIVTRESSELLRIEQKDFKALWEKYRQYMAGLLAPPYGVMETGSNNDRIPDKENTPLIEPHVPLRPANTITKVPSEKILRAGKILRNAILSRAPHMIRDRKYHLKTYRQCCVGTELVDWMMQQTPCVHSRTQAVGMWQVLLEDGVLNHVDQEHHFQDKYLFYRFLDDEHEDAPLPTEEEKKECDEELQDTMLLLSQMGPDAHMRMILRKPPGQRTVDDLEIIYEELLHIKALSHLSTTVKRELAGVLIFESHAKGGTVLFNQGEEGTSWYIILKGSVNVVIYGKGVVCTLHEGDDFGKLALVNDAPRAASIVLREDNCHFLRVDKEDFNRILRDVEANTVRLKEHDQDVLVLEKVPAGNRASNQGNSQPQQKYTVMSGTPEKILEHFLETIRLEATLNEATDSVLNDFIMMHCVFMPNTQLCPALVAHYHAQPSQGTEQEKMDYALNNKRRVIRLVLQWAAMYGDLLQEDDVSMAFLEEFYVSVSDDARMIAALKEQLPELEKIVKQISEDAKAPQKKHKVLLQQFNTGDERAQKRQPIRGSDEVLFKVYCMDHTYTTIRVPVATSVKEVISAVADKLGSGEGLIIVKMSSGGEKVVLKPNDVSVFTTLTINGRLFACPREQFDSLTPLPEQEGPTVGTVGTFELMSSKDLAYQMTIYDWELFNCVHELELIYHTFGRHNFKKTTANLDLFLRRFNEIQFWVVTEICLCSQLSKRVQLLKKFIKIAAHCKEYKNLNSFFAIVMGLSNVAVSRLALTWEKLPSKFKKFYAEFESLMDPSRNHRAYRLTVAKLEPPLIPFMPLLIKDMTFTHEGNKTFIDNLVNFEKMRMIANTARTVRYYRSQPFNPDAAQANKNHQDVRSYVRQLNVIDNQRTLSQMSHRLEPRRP
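Each well held 100 nM EPAC2, 250 nM RAP1B-BODIPY-GDP and 50 uM GDP. Fluorescence, read at 5-min intervals to 30 min, was referenced to a 6.5 mM cAMP positive control.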
HepG2 viability: HepG2 cytotoxicity, counter-screen for TGF-b inhibitors; AID 588856; Potency, µM (titrated, usually from 46.1 µM), for the others: at the highest dose activity change, negative = cytotoxicity, actives largely listed as cytotoxic; HepG2 CAGA-GFP viability, ATP luminescence, 18 h; 0.76% of 410,000 active; further: potency means the concentration at half of the fitted maximal effect; some results filed as inactive show a strong effect at the top dose
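HepG2 CAGA-GFP cells (1000/well, DMEM with 1% FBS) received compound, then TGF-beta at 500 pg/mL final, and were incubated 18 hours at 37 degrees C. Viability was read by CellTiter-Glo luminescence. Media-only wells were set as complete cell-killing and DMSO as no toxicity.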
IL-2 act: activates IL-2 in a cell-based reporter assay; activation, % (series mostly up to about 46 µM); IL-2 activation reporter assay, cell-based qHTS; stimulated with anti-CD3/CD4/CD28 beads; in transgenic mouse T cells; 0.065% of 360,000 active; AID 652025; in the data active means activation above about 50%; inconclusive means mostly about 30% to 49%; further: 0% is about no effect
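First, unstimulated transgenic mouse T cells were exposed to compound for 60 min. Next, anti-CD3/anti-CD4-coated beads with anti-CD28 were added. Finally, after 18 h at 37 degrees C, EGFP and DsRed were imaged.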
* = called active by the depositor; i = inactive; ? = inconclusive; · = no result given; [ ] = remark or other dose. Unless noted, the call rests on the fitted dose curve; in most records, active means well fitted curve in the direction sought with a large enough effect; inconclusive means small, poorly fitted or top-dose-only effect, or another doubt; inactive means no such curve, though single readings can be large; an effect the other way counts as inactive or inconclusive.

The line under a structure holds: A549 tox	Nrf2 activator	ATXN viability	Nrf2 block	ATXN2 expr inh	TGFb SMAD3 inh	EPAC2 agonist	HepG2 viability	IL-2 act
- O=C(N/N=C/c1ccc(N2CCOCC2)s1)c1ccc(O)cc1
→ ·	0.4%	i	·	·	11%	0%	-1%	-2.5
- O=C(NC1CC1(c1ccccc1)c1ccccc1)c1ccccc1 (configuration not stated)
→ -2%	-1.0%	i	8%	3%	-22%	9%	-6%	-3.8
- Cc1ccc(C)c(NC(=O)Cn2ccn(-c3ccc(F)cc3)c(=O)c2=O)c1
→ 10%	0.2%	·	?	·	-22%	·	-9%	·
- COc1cc(C2CC(=O)N(c3ccc(C)c(Cl)c3)C3=C2C(=O)OC3)cc(OC)c1OC (configuration not stated)
→ 1%	-0.5%	i	15%	-8%	-9%	·	-9%	·
- CCOC(=O)c1c(C)nc2ccccn12
→ 1%	0.1%	i	17%	14%	-12%	5%	8%	-0.1
- O=C1CC(=O)N2CCSC2=N1
→ -5%	-0.1%	i	2%	-13%	-7%	7%	-6%	0.4
- Oc1ccc(C=Nc2ccccc2-c2nc3ccccc3[nH]2)c(O)c1
→ -4%	9.8%	?	11%	60%[activator]	8%	5%	-2%	-0.5
- COc1cccc(NC(=O)c2oc3ccccc3c2NC(=O)Cc2cccc(C)c2)c1
→ -1%	-0.3%	i	-8%	-5%	-10%	·	-29%	·
- COc1ccc(N(C(=O)CNC(=O)c2ccco2)C(C(=O)NCC2CCCO2)c2ccc(OC)c(OC)c2)cc1 (configuration not stated)
→ 2%	0.3%	i	8%	4%	11%	4%	12%	-2.1
- O=C(CSc1nc2ccccc2nc1Cc1ccc(Cl)cc1)N1CCc2ccccc21
→ 9%	-0.2%	·	·	·	0%	·	-18%	·

(listing goes on)
The line under a structure holds: A549 tox	Nrf2 activator	ATXN viability	Nrf2 block	ATXN2 expr inh	TGFb SMAD3 inh	EPAC2 agonist	HepG2 viability	IL-2 act
- OC1(c2ccc(Cl)cc2)CCN(Cc2nc(-c3cnccn3)no2)CC1
→ 1%	2.1%	i	-7%	-6%	2%	0%	-19%	-0.3
- Nc1c(Br)cc2oc(-c3ccccc3)nc2c1Br
→ -2%	?	i	?	21%	3%	-1%	-6%	1.2
- COc1ccc(CCCc2nnc(SCC(=O)Nc3ccc(Cl)cc3)o2)cc1
→ 0%	5.0%	i	21µM*	?	-1%	·	2%	·
- Cc1cc(C)c2oc(=O)cc(CN3CCC(C)CC3)c2c1
→ -6%	-0.7%	i	8%	17%	0%	11%	0%	-0.4
- Fc1ccc(-c2nnc(SCc3cccnc3)o2)cc1
→ -5%	7.3%	i	?	0%	-7%	4%	-13%	-0.3
- CC1CN(S(=O)(=O)c2cccc(C(=O)OC/C(O)=C(\C#N)c3nc4ccccc4[nH]3)c2)CC(C)O1 (configuration not stated)
→ -15%	0.1%[9.22 µM]	?	?	2%	?	-21%	-48%	0.5
- COc1ccc(NC(=O)COC(=O)CNC(=O)C2CCCCC2)cc1
→ 9%	-0.7%	i	5%	-12%	?	4%	1%	-1.2
- CCc1cccc(NC(=O)C(NC(=O)C2CCCCC2)C(C)C)c1 (configuration not stated)
→ 5%	-1.0%	i	-29%	2%	-1%	-3%	-43%	0.0
- CCCCOc1ccc(C(=O)CCN2CCCCC2)cc1
→ 4%	?	i	19%	?	?	2%	-81%	-0.8
- Cc1ccc(C(=O)NCC(=O)Nc2cc(C)ccn2)cc1
→ -2%	0.1%	i	?	17%	6%	-10%	0%	0.0

Quoted at random: two records from the list.
The line under a structure holds: A549 tox	Nrf2 activator	ATXN viability	Nrf2 block	ATXN2 expr inh	TGFb SMAD3 inh	EPAC2 agonist	HepG2 viability	IL-2 act
- CCc1cccc(NC(=O)C(NC(=O)C2CCCCC2)C(C)C)c1 (configuration not stated)
→ 5%	-1.0%	i	-29%	2%	-1%	-3%	-43%	0.0
- COc1ccc(NC(=O)COC(=O)CNC(=O)C2CCCCC2)cc1
→ 9%	-0.7%	i	5%	-12%	?	4%	1%	-1.2

The results go on.
The line under a structure holds: A549 tox	Nrf2 activator	ATXN viability	Nrf2 block	ATXN2 expr inh	TGFb SMAD3 inh	EPAC2 agonist	HepG2 viability	IL-2 act
- CCOC(=O)C1=C(O)/C(=C/N(C)C)N=C1C
→ 9%	-0.8%	?	·	-11%	-5%	1%	5%	-1.1
- COC(=O)c1ccncc1N
→ 1%	0.1%	i	4%	6%[11.3 µM]	2%	-8%	-1%	2.1
- CCCOc1ccc(NC(=O)CC2C(=O)N(c3ccc(F)cc3)C(=O)N2CC(C)C)cc1 (configuration not stated)
→ -2%	-0.3%	·	-8%	·	-5%	·	-13%	·
- CC1CC=CC2C1C(=O)N(Cc1ccccc1)C2c1ccc(Br)cc1F (configuration not stated)
→ 7%	·	·	-14%	·	-19%	·	-4%	·
- CC(=O)c1cc2c(cc1NC(=O)CN1CCN(c3cccc(C(F)(F)F)c3)CC1)OCO2
→ -6%	0.0%	i	?	-22%	-2%	3%	2%	2.5
- CCOc1ccccc1NC(=O)CSc1nnc(-c2cnccn2)n1CC
→ -7%	-0.9%	i	-3%	2%	-1%	0%	-14%	0.4
- O=C(NCc1ccccc1)N(Cc1cc2cc3c(cc2[nH]c1=O)OCO3)CC1CCCO1 (configuration not stated)
→ -10%	-1.3%	i	-6%	2%	-7%	10%	-5%	0.0
- O=C(O)c1cc(C(F)(F)F)nc2c(C(F)(F)F)cccc12
→ 0%	0.5%	i	11%	-6%	-15%	-2%	-4%	-0.2
- COc1cc(C2C(C(=O)c3ccc(C)o3)=C(O)C(=O)N2c2cc(C)on2)ccc1O (configuration not stated)
→ -27%	2.5%	i	-21%	3%	19%	1%	-63%	-0.2
- CCOC(=O)C(C(=O)OCC)[C@@H]1CS(=O)(=O)C[C@H]1C(C(=O)OCC)C(=O)OCC
→ 0%	0.2%	i	·	-26%	9%	-1%	-8%	-0.7

(list continues)
The line under a structure holds: A549 tox	Nrf2 activator	ATXN viability	Nrf2 block	ATXN2 expr inh	TGFb SMAD3 inh	EPAC2 agonist	HepG2 viability	IL-2 act
- COc1ccc(C2CC(=O)C(C=NCCO)=C(O)C2)cc1 (configuration not stated)
→ 2%	-0.4%	i	9%	7%	?	7%	-6%	1.0
- O=C(NCc1ccc2c(c1)OCO2)c1cccc(S(=O)(=O)N2CCCC2)c1
→ 1%	-0.1%	i	-2%	4%	-9%	-2%	-22%	-3.6
- Cc1ccc(C)c(NC(=O)c2nc(S(=O)(=O)Cc3ccc(F)cc3)ncc2Cl)c1
→ ?	13%	·	-5%	·	3.5µM*	·	3.5µM*	·
- COc1ccc2oc(=O)c(C(=O)N3CCN(C(=O)c4ccco4)CC3)cc2c1
→ 0%	0.3%	·	?	5%	-3%	15%	4%	-1.8
- Cc1ccccc1Cn1nnc2c(=O)[nH]c(C3CCCN(C(=O)c4ccc(C(C)(C)C)cc4)C3)nc21 (configuration not stated)
→ -12%	-1.0%	?	?	?	?	·	-104%	·
- COc1cc(NC(=O)c2ccccc2[N+](=O)[O-])c(C(=O)O)cc1OC
→ 8%	-0.3%	i	30%	6%	-2%	-1%	1%	0.3
- Nc1ncnc2c1ncn2[C@@H]1O[C@H](CNCc2ccc(-c3cc(C(F)(F)F)ccc3Cl)o2)[C@@H](O)[C@H]1O
→ 8%	5.8%	i	-1%	-12%	19%	1%	-4%	0.1
- CCn1c(C(c2ccccc2)c2ccccc2)n[nH]c1=S
→ 0%	0.3%	?	·	-3%	-9%	4%	-15%	-2.2
- O=C1CC(c2ccccc2)C(C(=O)O)N1 (configuration not stated)
→ -4%	-0.7%	i	-3%	2%	1%	-2%	-1%	0.7
- O=C(Cn1ccc2ccccc2c1=O)NCC1COc2ccccc2O1 (configuration not stated)
→ -4%	-0.1%	i	-4%	3%	-1%	-5%	4%	1.2

TGFb SMAD3 inh: what is marked active above
| smiles | Nrf2 activator | TGFb SMAD3 inh | EPAC2 agonist | IL-2 act |
| --- | --- | --- | --- | --- |
| Cc1ccc(C)c(NC(=O)c2nc(S(=O)(=O)Cc3ccc(F)cc3)ncc2Cl)c1 | 13% | 3.5µM* | · | · |

Further compounds follow.
compound | A549 tox | Nrf2 activator | ATXN viability | Nrf2 block | ATXN2 expr inh | TGFb SMAD3 inh | EPAC2 agonist | HepG2 viability | IL-2 act
O=S(=O)(c1ccc2c(c1)OCCO2)N1CCc2ccccc21 | 0% | 0.7% | i | 8% | -23% | 0% | 4% | 3% | -0.8
COc1cc(NC(=S)NCC2CCCO2)c(OC)cc1Cl (configuration not stated) | -2% | -0.5% | i | -15% | · | -1% | 16% | -3% | 1.2
COc1ccc(NC(=O)CCCOc2ccc(C)cc2)cc1S(=O)(=O)N1CCCCC1 | · | 0.5% | ? | · | · | -19% | 12% | -17% | -0.6
Cc1ccc(CC2(C)C(=O)Nc3c(Cl)ccc(Cl)c32)cc1 (configuration not stated) | · | 0.7% | i | · | 0% | ? | 12% | -33% | -0.6
O=S(=O)(NCC(c1ccco1)N1CCN(c2ccccc2F)CC1)c1ccc(F)cc1 (configuration not stated) | -11% | -0.5% | i | ? | -21% | -5% | 0% | -16% | -0.8
COc1ccc(-c2cc(C(=O)Nc3cc(S(N)(=O)=O)ccc3C)c3ccccc3n2)cc1OC | -1% | 5.0% | · | 10% | 22% | -1% | 7% | 8% | -4.6
C=CCn1c(SCC(=O)N2CCOCC2)nnc1C(C)NC(=O)c1ccccc1 (configuration not stated) | -2% | -0.3% | i | -3% | 4% | -16% | 14% | -2% | 0.2
Cn1cnc2nc(Cl)nc(Cl)c21 | ? | ? | ? | -11% | ? | 3% | 6% | 15% | -0.2
CCCCN(C)c1c(C)nc2ccc(C(=O)Nc3ccc(OC)c(OC)c3)cn12 | · | -0.9%[9.22 µM] | ? | · | -26% | -3% | 4% | -4% | -0.9
